# Compound activity as filed in PubChem BioAssay.
# RXFP1 ag: agonists of human relaxin receptor RXFP1. HEK293T-RXFP1 cAMP TR-FRET, 30 min; response scale: percent of porcine relaxin response, buffer zero. Potency, µM (top dose mostly 57.5 µM), inactives show at the top dose activation, usual class: activators. 0.3% of 370,000 active. AID 2676; also: potency is read from the fitted curve at half-maximal effect; % is scaled to controls: 0 for no effect and ±100 for the full control effect; nearly all actives have a fitted effect of over 60% in size; many of its hits are not listed in these tables
# Target sequence (Q9HBX9 whole entry, looked up): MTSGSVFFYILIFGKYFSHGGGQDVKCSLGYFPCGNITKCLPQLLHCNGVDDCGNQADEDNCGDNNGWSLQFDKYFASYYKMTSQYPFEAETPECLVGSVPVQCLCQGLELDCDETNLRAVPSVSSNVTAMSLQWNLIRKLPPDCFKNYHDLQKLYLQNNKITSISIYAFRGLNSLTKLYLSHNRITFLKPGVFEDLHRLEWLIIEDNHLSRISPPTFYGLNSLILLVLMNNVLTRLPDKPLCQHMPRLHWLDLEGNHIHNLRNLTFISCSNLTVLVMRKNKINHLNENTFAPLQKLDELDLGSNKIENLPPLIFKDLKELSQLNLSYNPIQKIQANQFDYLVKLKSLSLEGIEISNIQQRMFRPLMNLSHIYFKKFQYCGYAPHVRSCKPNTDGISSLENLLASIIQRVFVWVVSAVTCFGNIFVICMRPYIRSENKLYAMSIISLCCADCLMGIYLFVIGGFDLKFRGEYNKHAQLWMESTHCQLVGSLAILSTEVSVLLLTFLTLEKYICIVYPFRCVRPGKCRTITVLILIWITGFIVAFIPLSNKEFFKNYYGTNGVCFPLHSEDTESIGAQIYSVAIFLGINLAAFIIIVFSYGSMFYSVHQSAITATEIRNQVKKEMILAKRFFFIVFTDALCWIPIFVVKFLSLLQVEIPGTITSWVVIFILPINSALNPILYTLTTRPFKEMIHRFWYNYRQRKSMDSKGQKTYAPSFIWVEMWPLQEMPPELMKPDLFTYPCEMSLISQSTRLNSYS
#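 HEK293 cells stably expressing RXFP1, treated 30 min at 37C with compounds plus PDE4 inhibitor Ro 20174; cAMP measured by HTRF TR-FRET. Normalized to buffer and 29 nM porcine relaxin; EC50 by Hill fit.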
# RXFP1 antag: antagonists of human relaxin receptor RXFP1. HEK293-RXFP1, relaxin-stimulated cAMP HTRF, 30 min; active compounds read low. activity change, negative = inhibition, % at 57.5 µM. 0.59% of 350,000 active;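 active = activity change of -60% or lower, but not beyond a set lower limit; inconclusive = change between -60% and -40%, or beyond the set limit; inactive = change above -40%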; also: % is scaled to controls: 0 for no effect and ±100 for the full control effect
# D1 PAM: human D1 dopamine receptor positive modulation | P21728 | HEK293 TREx D1 cells, calcium flux, dopamine EC20 potentiation | potentiation, % at 10 µM | 0.036% of 360,000 active; in the data active = potentiation above about 30%; also: 0% is about no effect
# Anesthetic bind: binds horse apoferritin like a general anesthetic; apoferritin/1-aminoanthracene competitive binding, fluorescence; 0.074% of 350,000 active; AID 485281; Potency, µM (series often up to 77.5 µM), for the others: top-dose activity change, negative = displacement, most hits filed as inhibitors; P02791; also: potency is read from the fitted curve at half-maximal effect; % is scaled to controls: 0 for no effect and ±100 for the full control effect; nearly all actives have a fitted effect of over 20% in size
# Target sequence (P02791 2-175 limits assumed): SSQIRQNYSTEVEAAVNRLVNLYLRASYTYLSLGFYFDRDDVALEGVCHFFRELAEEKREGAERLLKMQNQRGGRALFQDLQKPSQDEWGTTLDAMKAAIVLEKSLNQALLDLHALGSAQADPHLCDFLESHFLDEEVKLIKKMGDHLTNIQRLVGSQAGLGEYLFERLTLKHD
#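 Horse-spleen apoferritin (10 uM) was mixed with 50% saturated 1-aminoanthracene in PBS, exposed to compounds for 10 min at room temperature, and read for fluorescence (ex 380 nm, em 535 nm). Competitive displacement was fitted with a four-parameter Hill equation.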
# TRHR PAM: TRH receptor (human) allosteric enhancement | P34981 | 0.66% of 360,000 active | enhancement, % at 2 µM | TRHR cells, fluo-8 calcium fluorescence, EC20 TRH enhancement; in the data active = enhancement above about 30%; also: 0% is about no effect
#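 Enhancer read-out: after compound pinning and an initial kinetic agonist-mode read, an EC20 of TRH (10 nM final) was injected and fluo-8 calcium signal (Ex 480/Em 530) followed at 1 s/cycle for 100 cycles in TRHR-expressing cells.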
# D1 antag: human D1 dopamine receptor antagonism. P21728. HEK293 TREx D1 cells, calcium flux, dopamine EC80; active compounds read low. activity change, negative = inhibition, % at 10 µM. 3.2% of 360,000 active. AID 504652; in the data active = activity change below about -30%; also: % is scaled to controls: 0 for no effect and ±100 for the full control effect
#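 Compound effects on dopamine-evoked calcium signalling were measured in tetracycline-induced HEK293 Trex D1 cells. Dopamine at EC80 followed a 180 s compound pre-read, and fluorescence was tracked kinetically for 180 s more.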
# D2 potentiator: D2 dopamine receptor (human) potentiation. P14416. HEK293 T-REx D2, calcium flux, EC20 dopamine potentiation. potentiation, % at 10 µM. 0.34% of 340,000 active. AID 485347;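 active = potentiation over 3 SD above the plate norm, cut at about 30% in these data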; also: 0% is about no effect
#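 Using a no-wash calcium dye in inducible, force-coupled HEK293 Trex cells expressing D2, we tracked fluorescence each second for 180 s after compound, then for 180 s after EC20 dopamine to detect augmented signalling.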
# D1 ag: human D1 receptor agonism. P21728. activation, % at 2 µM. HEK293 T-REx D1 cells, calcium flux, agonist mode. 1% of 360,000 active; in the data active = activation above about 30%; also: 0% is about no effect
#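 Agonism was scored from calcium flux recorded over 180 s (1 read/s) after pintool compound addition, following a 10-cycle baseline. Cells were inducible force-coupled HEK293 TREx D1, plated overnight at 30 C and loaded with no-wash calcium dye.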
# TRHR ag: TRH receptor (human) agonism | TRHR cells, calcium flux fluo-8, FDSS agonist mode | activation, % at 2 µM | 0.18% of 360,000 active | AID 493084; in the data active = activation above about 30%; also: 0% is about no effect
#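 Fluo-8-loaded TRHR cells; 10 s baseline, compound added, kinetic Ca2+ fluorescence read 1/s, agonist mode.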
# Active calls of the source: *; ? = inconclusive; · = not tested or not shown; & = joins results of further samples; [ ] = remark or other dose. Unless noted, calls follow the shape of the dose curve; as a rule, active = well fitted curve in the direction sought with a large enough effect; inconclusive = small, poorly fitted or top-dose-only effect, or another doubt; inactive = no such curve, though single readings can be large; an effect the other way counts as inactive or inconclusive.
Molecule	RXFP1 ag	RXFP1 antag	D1 PAM	Anesthetic bind	TRHR PAM	D1 antag	D2 potentiator	D1 ag	TRHR ag
CCCCCCCOc1ccc(C2CC(=O)N(C)C2=O)cc1 (stereo not given)	-1.0%	-16	-2	?	4	22	-1	4	-1.2
COc1cccc(/C=C/C(=O)c2ccc(C)c([N+](=O)[O-])c2)c1	5.9%	-20	-3	-23%	7	-3	-6	6	-0.1
O=C(O)c1ccc(OCCCCCCOC2CCCCO2)cc1 (stereo not given)	1.0%	-4	-6	-11%	7	8	1	2	0.0
Cc1cc(=O)n(CCC(=O)O)c2ccccc12	0.5%	-5	-2	-6%	3	-1	5	3	-1.0
COCCCNC(=O)Cc1ccc(S(=O)(=O)N2CCOCC2)s1	2.0%	-1	·	·	-2	-10	1	8	0.2
CN(C)c1nc(N)nc(CSc2nnnn2-c2cccc3ccccc23)n1	2.6%	0	-1	5%	11	-1	9	8	-0.5
C=CCCC(=O)N1CCCC(C(=O)c2cccc(OC)c2)C1 (stereo not given)	-0.6%	14	-7	-17%	-5	9	-3	-2	0.5
O=C(CNC(=O)c1ccc(Cl)c(C(F)(F)F)c1)OC(C(=O)Nc1cc(C(F)(F)F)ccc1Cl)c1ccccc1 (stereo not given)	·	·	1	·	-4	8	·	15	1.3
O=C(NNC(=O)c1ccc2ccccc2n1)c1ccc(O)cc1	-0.2%	-4	-2	·	6	-10	17	-1	-0.8
CCN(CCCNC(=O)CN1N=C(c2ccc(OC)cc2)CCC1=O)c1cccc(C)c1	0.2%	-15	-4	?	-6	-40*	·	0	-0.5
Cc1ccc(C(=O)OCC(=O)Nc2ccc(F)c(Cl)c2)o1	1.2%	0	-1	·	9	-10	4	3	1.0
O=C(Nc1cc(C(F)(F)F)ccc1N1CCCCC1)c1cccc([N+](=O)[O-])c1	2.8%	-11	5	-13%	2	23	3	3	0.1
CC(=O)c1cccc(NC(=O)c2cc(C(C)C)on2)c1	0.8%	1	0	-19%	2	-36*	-2	3	0.1
C/C(=N/NS(=O)(=O)c1ccc(F)cc1)c1ccncc1	-1.7%	-2	-4	-2%	-1	-3	-12	5	0.5
CN(C)S(=O)(=O)Oc1ccc(C(=O)Nc2ccc([N+](=O)[O-])cc2)cc1	4.4%	5	-5	-6%	2	-14	·	11	1.2
CC(=O)O[C@H]1CSC[C@H]1NC(=O)c1ccccc1	0.3%	-29	-3	-7%	-2	-4	-2	1	-1.8
CCOc1ccc(Cn2nnc(-c3ccc(S(C)(=O)=O)cc3)n2)cc1OCC	28%	8	-9	·	-1	-16	3	2	-0.6
O=C(CCNC(=O)N1CC(=O)Nc2ccccc21)Nc1cccc(Cl)c1	2.3%	-11	1	-8%	-7	-5	-20	3	0.1
CCN(CC)C(=O)Cn1cnc2sc(C(=O)N3CCN(Cc4ccc5c(c4)OCO5)CC3)c(C)c2c1=O	2.8%	15	-2	-8%	1	-20	3	0	0.2
Cc1ccc(OCC(=O)N(C)CC(=O)Nc2ccc(F)c(F)c2F)cc1	-2.1%	4	0	·	2	-9	-6	0	0.0
CC(CC(=O)N1CCN(c2ccc(C(F)(F)F)cn2)CC1)n1ccnc1 (stereo not given)	1.5%	-31	-3	-8%	3	-12	-4	12	0.3
COc1ccc2c(c1OC)C(=O)N1N=C(c3ccc(F)cc3)CC21 (stereo not given)	0.1%	-2	-4	-15%	2	10	17	2	0.4
CNS(=O)(=O)c1ccc(N=Cc2c(C)[nH]n(-c3ccc(C)cc3C)c2=O)cc1	1.8%	-19	10	-20%	1	12	-7	4	-0.3
Cc1ccc(N=Nc2ccc(O)c3ncccc23)cc1C	5.8%	3	-5	-6%	7	-16	8	36*	0.1
CC1CCCCC1NC(=O)/C(C#N)=C/c1ccc(F)c(F)c1 (stereo not given)	-0.6%	-6	-4	-11%	6	-45*	5	0	0.9
CCCN(CC(=O)Nc1ccccc1C)CC(=O)Nc1ccc(Br)cc1F	-1.9%	-5	-3	6%	4	-1	-9	6	-2.6
Cc1ccc(C)c(N(C(=O)CCC(=O)Nc2cc(C)on2)C(C(=O)NC2CCCC2)c2ccco2)c1 (stereo not given)	0.7%	0	-2	-15%	3	18	-1	1	-0.2
O=C(NCCCN1CCN(c2ccccc2F)CC1)Nc1ccccc1[N+](=O)[O-]	2.3%	-9	-14	-16%	2	-54*	-25	8	-0.4
COc1ccc(/C(C)=N/NC(=O)Cn2nc([N+](=O)[O-])cc2C)cc1	-0.9%	2	1	0%	-1	7	-13	1	-1.0
COc1ccc(CNC(=O)C(=O)NCC2OCCN2S(=O)(=O)c2ccc(C)cc2)cc1 (stereo not given)	-1.3%	-13	-3	-16%	-5	-14	-4	2	-1.2
O=C(O)C1CC(O)CN1S(=O)(=O)c1ccc2ccccc2c1 (stereo not given)	0.0%	-12	-8	·	-1	11	-8	4	-0.3
O=C(Nc1ccncc1)c1cc2ccccc2o1	1.2%	-4	-2	-15%	-1	-12	11	2	-0.2
O=C(NCCc1ccccc1)c1cc(-c2ccc(Cl)c(Cl)c2)on1	1.2%	-1	1	-5%	7	-3	6	1	0.6
CCc1cccc(NC(=S)N(CCCOC(C)C)C2CCN(C(C)=O)CC2)c1	0.2%	-2	8	-7%	-1	-3	5	2	0.0
COc1ccc(C(C(=O)NC2CCCC2)N(C(=O)c2ccco2)c2ccccc2C(C)=O)cc1OC (stereo not given)	0.7%	4	-6	0%	4	0	0	1	-0.3
FC(F)Oc1ccc(NC(=S)NN2CCOCC2)cc1	1.9%	6	-1	4%	17	-1	1	0	0.1
COc1ccc(CNC(=O)c2ccc3c(c2)nc2n3CCC(C)C2)c(OC)c1 (stereo not given)	3.4%	-18	-2	8%	1	-9	-8	2	-0.8
CCOC(=O)Nc1ccc2c(c1)N(C(=O)CN(CC)CC)c1ccccc1C=C2	1.5%	-19	10	0%	-2	-10	-2	4	0.4
COc1ccc(C(=O)n2cc(C(=O)c3cc(C)ccc3O)cn2)cc1OC	-0.6%	-3	1	-11%	11	-14	20	2	-1.6
Cc1noc(C)c1S(=O)(=O)Nc1ccc(C(C)C)cc1	-3.5%	9	-11	-22%	0	-15	2	4	-0.2
COc1ccc(-c2cn(CCO)c(-c3ccncc3)n2)cc1	1.4%	·	4	·	3	0	-1	0	-0.2
O=C1CN(C(=O)CN2CCOCC2)C(c2ccccc2)c2cc(Br)ccc2N1 (stereo not given)	-1.3%	·	·	1%	-3	13	·	1	0.3
COCCCNC(=S)NNC(=S)NCCCOC	1.1%	-4	5	-10%	7	5	6	0	0.7
Cc1ccc(C(=O)N2CCN(C)CC2)cc1[N+](=O)[O-]	0.7%	12	0	-4%	5	34	26	4	-0.2
COc1ccc(OCCCC(=O)ON=C(N)c2ccccc2C)cc1	1.3%	-8	0	·	6	1	9	4	1.0
CC1CCc2nc3ccc(S(=O)(=O)N4CCC(C(=O)N5CCCCCC5)CC4)cc3c(C(=O)O)c2C1 (stereo not given)	-0.5%	-3	-6	-12%	-13	6	-13	2	0.1
CC(C)c1ccc(S(=O)(=O)N2CCC(C(=O)N3CCC3)CC2)cc1	-1.1%	-1	-13	·	-4	3	-2	7	0.2
CCC12CN3CC(CC)(CN(C1)C3c1ccc(OCc3ccccc3)cc1)C2=O (stereo not given)	-0.7%	-5	-2	-1%	0	3	-1	0	0.4
CCN(CC)S(=O)(=O)c1ccc(N2CCOCC2)c(NC(=O)c2ccc(OC)c([N+](=O)[O-])c2)c1	20%	-2	-2	-13%	-3	-13	15	2	-0.3
CCC(C)NC(=O)CC(NS(=O)(=O)c1ccc(Cl)cc1)c1ccco1 (stereo not given)	0.2%	-1	-2	-1%	2	-15	·	-1	0.5
CCN1CCN(C(=O)c2sc3ncnc(N4CCc5ccccc5C4)c3c2C)CC1	-1.9%	5	-6	-6%	1	3	-8	3	1.3
Cc1cccc(NC(=O)c2cnn3ccccc23)c1C	0.0%	28	-14	-9%	-4	0	-7	1	0.3
COC(=O)/C(C#N)=C/c1c(N2CCN(c3ccccc3)CC2)nc2ccccn2c1=O	16%	14	0	-21%	2	3	6	1	-0.9
Cc1c(C2C(C#N)=C(N)N(c3cccc([N+](=O)[O-])c3)C3=C2C(=O)CCC3)cnn1C (stereo not given)	0.5%	·	1	-10%	0	8	4	1	1.0
CCOC(=O)CSc1nc(C)cc(=O)[nH]1	-0.5%	-3	-4	-2%	12	-9	·	0	0.7
CNC(=O)c1cc2c(=O)n3cc(C)ccc3nc2n(C(C)C)c1=N	4.8%	-1	-7	347%[activator]	2	-1	7	11	-0.7
COc1cccc(/C=C2\SC(=S)N(CCCC(=O)NC3=NCCS3)C2=O)c1	-5.0%	6	7	-5%	0	14	10	4	1.7
COc1ccc(S(=O)(=O)NCC(c2cccnc2)N2CCN(C)CC2)cc1C (stereo not given)	-1.6%	1	-7	-4%	-10	1	8	0	-0.5
COc1ccc2oc(=N)c(C(=O)NCc3ccccc3)cc2c1	0.5%	4	-5	8%	-3	-3	-3	0	-1.7
COC(=O)c1ccc(CN2CCN(C3CCCC3)C(CCO)C2)cc1 (stereo not given)	0.1%	-10	4	-5%	21	-1	-5	1	-0.4

# Carrying on.
Molecule	RXFP1 ag	RXFP1 antag	D1 PAM	Anesthetic bind	TRHR PAM	D1 antag	D2 potentiator	D1 ag	TRHR ag
CC(=O)OCCOc1nc(N(C)C)nc(N(C)C)n1	0.3%	8	-2	-7%	2	-4	2	2	0.5
c1ccc(N2CCN(Cc3ccnc4ccccc34)CC2)cc1	0.5%	-9	-4	-8%	-1	-18	-12	6	-0.2
COc1ccc(-n2nc3cc(N)c(Br)cc3n2)cc1	10.0%	-8	-8	-3%	2	-2	5	0	-0.2
Cc1ccc(CNC(=O)CSc2nccn(-c3ccc(C)c(F)c3)c2=O)cc1	1.8%	-23	1	·	1	-9	-7	2	-0.3
Cc1cc(C(=O)N[C@H](c2ccccc2)[C@@]2(C)C[C@@H]2[C@@H](C)C(=O)Nc2ccc3ccccc3c2)no1	0.3%	·	-7	-13%&-10%	-13	5	-3	0	-0.9
O=C(Nc1cccc(-c2csc(Nc3ccc(Cl)cc3)n2)c1)c1ccccc1	0.7%	·	-2	0%	-1	-7	1	2	0.0

# An excerpt, so the mix of outcomes need not match the whole.
